CR mimetic SO: yeast age-related superoxide inhibition as caloric restriction mimetic | S. cerevisiae aged cells, superoxide DHE fluorescence; stronger effect = lower value | 330,000 tested, 0.18% active | superoxide response (% of plate mean), % at 10 µM;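 active means superoxide response under a set limit, about three screen SD below normal, cut at about 65% in these data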;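 further: yeast aged for seven days with compound at 30 °C before DHE staining; 100% = average MFI of all compound-treated wells on the plate with controls excluded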
VLA-4 inh: inhibition in a human VLA-4 binding assay | P13612 | VLA-4 expressing cells, ligand binding flow cytometry | inhibition, % (about 7 µM as worked out from the volumes in the protocol) | 330,000 tested, 0.2% active; in the data active means inhibition above about 50%
RPL19A TOR yeast: modulators of TOR pathway RPL19A-GFP in S. cerevisiae | S. cerevisiae RPL19A-GFP strain, flow cytometry, 3 h; stronger effect = lower value | percent response vs DMSO, % at 10 µM | 330,000 tested, 0.3% active;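 active means percent response vs DMSO below 50%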;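 further: median channel GFP fluorescence of the barcoded RPL19A-GFP strain; ratio of sample median GFP to plate DMSO average so 100% = DMSO; lower means less RPL19A-GFP as with rapamycin TOR inhibition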
LAP4 TOR yeast: yeast TOR pathway LAP4-GFP modulation; S. cerevisiae LAP4-GFP multiplex, flow cytometry GFP, 3 h; median GFP as percent of DMSO wells; GFP response vs DMSO, % at 10 µM; 320,000 tested, 0.34% active; AID 2023;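 active means GFP response vs DMSO above a set limit, about the screen mean plus 3 SD, cut at about 150% in these data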
AGP1-GFP MLPCN: modulators of TOR pathway AGP1-GFP in S. cerevisiae | S. cerevisiae AGP1-GFP multiplex flow cytometry, 3 h; GFP as percent of DMSO wells | GFP response vs DMSO, % at 10 µM | 320,000 tested, 0.02% active;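 active means GFP response relative to DMSO above a set limit, near screen average plus 3 SD, cut at about 150% in these data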;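 further: median GFP channel fluorescence of the gated AGP1 strain per well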
GRK2 aptamer HTS: inhibitors of human GRK2 displacing RNA aptamer | bead flow cytometry, FAM-aptamer displacement from GRK2 | inhibition of aptamer binding, % at 10 µM | 330,000 tested, 0.59% active | AID 488847;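 active means inhibition of aptamer binding above 40%, roughly 3 SD of noise, on plates passing a quality check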;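 further: median bead fluorescence of bound FAM aptamer so fluorescent compounds give negative values; no value below 0 was filed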
Target sequence (P25098 whole entry, looked up): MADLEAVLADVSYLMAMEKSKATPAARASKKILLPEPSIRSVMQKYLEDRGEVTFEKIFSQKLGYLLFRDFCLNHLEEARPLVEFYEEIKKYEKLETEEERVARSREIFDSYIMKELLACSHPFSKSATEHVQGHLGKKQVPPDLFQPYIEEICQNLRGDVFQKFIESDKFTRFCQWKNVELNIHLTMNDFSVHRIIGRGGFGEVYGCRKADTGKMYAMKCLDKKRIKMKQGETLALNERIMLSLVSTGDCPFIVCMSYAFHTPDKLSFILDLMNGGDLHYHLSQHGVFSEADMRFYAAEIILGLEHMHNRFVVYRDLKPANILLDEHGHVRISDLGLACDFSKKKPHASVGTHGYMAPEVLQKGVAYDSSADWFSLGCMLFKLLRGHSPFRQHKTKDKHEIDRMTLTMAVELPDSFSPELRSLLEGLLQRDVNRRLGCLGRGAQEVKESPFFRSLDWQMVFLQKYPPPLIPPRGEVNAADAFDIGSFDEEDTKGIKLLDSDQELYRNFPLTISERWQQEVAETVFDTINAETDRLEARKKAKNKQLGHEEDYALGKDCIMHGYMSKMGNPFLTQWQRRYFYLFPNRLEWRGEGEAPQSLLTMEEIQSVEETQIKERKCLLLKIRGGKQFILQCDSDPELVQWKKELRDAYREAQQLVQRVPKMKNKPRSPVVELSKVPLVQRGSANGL
CIT2 TOR yeast: alters CIT2-GFP fluorescence in TOR pathway yeast screen. S. cerevisiae CIT2-GFP strain, flow cytometry, 3 h; 100 means same as DMSO wells. GFP response vs DMSO, % at 10 µM. 320,000 tested, 0.065% active. AID 2029;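 active means GFP response relative to DMSO above a set limit, near the screen mean plus 3 SD, cut at about 150% in these data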;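 further: ratio of well median GFP fluorescence to mean of DMSO wells on the plate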
MEP2-GFP yeast: alters MEP2-GFP fluorescence in TOR pathway yeast screen; S. cerevisiae MEP2-GFP strain, flow cytometry GFP, 3 h; 100% = DMSO control level; GFP response vs DMSO, % at 10 µM; 330,000 tested, 0.51% active; AID 2016;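 active means GFP response versus DMSO above a set limit, roughly screen mean plus 3 SD, cut at about 180% in these data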;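 further: median GFP fluorescence of the barcode-gated MEP2-GFP cells per well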
* hit, by the source's call; · = no result given.

SMILES	CR mimetic SO	VLA-4 inh	RPL19A TOR yeast	LAP4 TOR yeast	AGP1-GFP MLPCN	GRK2 aptamer HTS	CIT2 TOR yeast	MEP2-GFP yeast
NS(=O)(=O)c1cccc(NC(=O)CN2CCN(Cc3ccc4c(c3)OCO4)CC2)c1	98	1	97	80	85	0	87	90
CCCCCC1CC(/C(C)=N/NC(N)=O)OC1=O (stereo not drawn)	87	-1	108	105	107	7	111	119
COc1ccc(N2C(=O)/C(=C\c3ccco3)N=C2SCC(=O)N(C(C)C)C(C)C)cc1Cl	107	11	104	94	106	2	102	101
CN(c1cccc(NC(=O)CN(c2ccc(C34CC5CC(CC(C5)C3)C4)cc2)S(C)(=O)=O)c1)S(C)(=O)=O	101	18	100	105	104	0	103	111
O=C(NCc1ccccc1)C(=O)NCC1OCCN1C(=O)c1cccs1 (stereo not drawn)	80	1	103	98	97	6	104	89
c1coc(CNc2ncnc3c2oc2ccccc23)c1	97	12	100	126	109	0	94	106
Cc1ccccc1C(C(=O)NCc1ccccc1)N(Cc1ccco1)C(=O)c1ccccn1 (stereo not drawn)	107	0	101	96	103	2	95	104
COc1ccc(C)cc1NC(=O)c1nnn(Cc2cccc(F)c2)c1N	125	3	92	96	92	0	92	94
COc1ccc(OCc2cc(C(=O)N3C[C@@H](C)O[C@@H](C)C3)no2)c(Cl)c1	92	7	91	95	90	0	89	93
Cc1c(Cl)cccc1NC(=S)NC(=O)CCN1C(=O)c2ccccc2C1=O	107	24	96	86	92	1	93	95
O=c1[nH]cnc2sc3c(c12)CN(Cc1ccccc1)CC3	88	9	99	96	99	0	105	103
O=C(Nc1ccccc1)c1ccc(S(=O)(=O)N2CCCC2)cc1	106	14	98	103	96	0	101	105

An excerpt from above in order of their number in MEP2-GFP yeast, descending.
| Molecule | VLA-4 inh | RPL19A TOR yeast | LAP4 TOR yeast | AGP1-GFP MLPCN | GRK2 aptamer HTS | CIT2 TOR yeast | MEP2-GFP yeast |
| --- | --- | --- | --- | --- | --- | --- | --- |
| CN(c1cccc(NC(=O)CN(c2ccc(C34CC5CC(CC(C5)C3)C4)cc2)S(C)(=O)=O)c1)S(C)(=O)=O | 18 | 100 | 105 | 104 | 0 | 103 | 111 |
| O=C(Nc1ccccc1)c1ccc(S(=O)(=O)N2CCCC2)cc1 | 14 | 98 | 103 | 96 | 0 | 101 | 105 |
| O=C(NCc1ccccc1)C(=O)NCC1OCCN1C(=O)c1cccs1 (stereo not drawn) | 1 | 103 | 98 | 97 | 6 | 104 | 89 |

Later entries:
SMILES	CR mimetic SO	VLA-4 inh	RPL19A TOR yeast	LAP4 TOR yeast	AGP1-GFP MLPCN	GRK2 aptamer HTS	CIT2 TOR yeast	MEP2-GFP yeast
CCCSc1nc2sc3c(c2c(=O)n1CC)CC(C)(C)OC3	106	-5	100	100	109	2	114	101
CC(C)Nc1nc(NC(N)=S)nc(NC(C)(C)C)n1	94	4	106	101	100	3	95	98
COc1ccccc1C1=Nc2cccc3cccc(c23)N1	92	-7	96	119	97	5	99	110
Cc1cc(=O)oc2c(C)c(OCC(=O)NCC3CCC(C(=O)O)CC3)ccc12 (stereo not drawn)	83	-5	100	102	102	1	106	100
CC(=O)NCC(=O)OCC(=O)N1c2ccccc2Sc2ccccc21	102	15	97	101	100	2	97	98
Cn1nc(NC(=O)C(C)(C)C)c2c(F)cccc21	90	2	97	·	·	0	·	100
O=C(O)COc1ccccc1/C=N/NC(=O)CSc1nnc(SCc2cccc3ccccc23)s1	102	2	96	99	95	2	91	103
Cc1cn(S(=O)(=O)c2ccc(Br)c3ccccc23)cn1	88	11	100	99	96	1	98	99
COc1cccc2c(=O)cn[nH]c12	85	2	87	120	105	0	95	107
CCOC(=O)Cn1nnc(-c2ccccc2)n1	82	11	101	109	107	2	86	98
Cc1ccc(-n2c(SCC(=O)NC3CCS(=O)(=O)C3)nc3ccccc3c2=O)cc1 (stereo not drawn)	112	1	91	94	96	0	83	96
COc1ccc(C2(C)ON(c3ccccc3C(F)(F)F)C2=O)cc1 (stereo not drawn)	85	5	95	107	85	0	97	81

Reprinted at random: 3 compounds from above
SMILES	CR mimetic SO	VLA-4 inh	RPL19A TOR yeast	LAP4 TOR yeast	AGP1-GFP MLPCN	GRK2 aptamer HTS	CIT2 TOR yeast	MEP2-GFP yeast
COc1ccc(C2(C)ON(c3ccccc3C(F)(F)F)C2=O)cc1 (stereo not drawn)	85	5	95	107	85	0	97	81
CCOC(=O)Cn1nnc(-c2ccccc2)n1	82	11	101	109	107	2	86	98
Cn1nc(NC(=O)C(C)(C)C)c2c(F)cccc21	90	2	97	·	·	0	·	100

Carrying on.
SMILES	CR mimetic SO	VLA-4 inh	RPL19A TOR yeast	LAP4 TOR yeast	AGP1-GFP MLPCN	GRK2 aptamer HTS	CIT2 TOR yeast	MEP2-GFP yeast
O=C(Nc1ccc(Cl)cc1N1CCOCC1)C1CCCCC1	91	3	101	98	104	0	95	104
COc1ccc(CCC(=O)OCC(=O)c2ccc(C)cc2)cc1	85	5	97	91	88	2	91	100
Cc1ccc(-n2c(=O)c3sccc3n(CC(=O)NCc3ccco3)c2=O)cc1F	107	20	103	102	110	0	116	106
CC(=O)NC(CC(=O)NNC(=O)COc1c(C)cccc1C)c1ccccc1 (stereo not drawn)	86	6	105	93	107	0	119	114
CC(=O)c1ccc(C(=O)N2CCCC(Nc3ccc(C(C)C)cc3)C2)s1 (stereo not drawn)	93	-14	94	92	98	4	100	90
CC(C)OCCCNC(=O)c1c(N)n(/N=C/c2cccs2)c2nc3ccccc3nc12	97	-10	107	101	112	7	126	101
Cc1occc1-c1nnc(SCC(=O)N2CCOCC2)n1CCc1ccccc1	92	13	98	95	101	0	107	100
O=C(NCc1nnc(SCC(=O)N2CCCC2)o1)c1ccccc1F	106	3	93	·	96	2	89	96
Cc1nc(C)c(CCNC(=O)c2ccc(C(F)(F)F)cc2)s1	98	11	95	105	97	2	87	95
Clc1cc2cccnc2c2ccccc12	101	2	101	88	107	0	104	100
CC1(C)Oc2ccc(NC(=O)C3COc4ccccc4O3)cc2O1 (stereo not drawn)	111	3	103	104	101	4	90	108
O=c1cc(CSc2ccccc2)nc(-c2ccncc2)[nH]1	103	0	102	98	103	6	95	104

Molecules above that contain fluorine, in the order listed:
SMILES	CR mimetic SO	VLA-4 inh	RPL19A TOR yeast	LAP4 TOR yeast	AGP1-GFP MLPCN	GRK2 aptamer HTS	CIT2 TOR yeast	MEP2-GFP yeast
COc1ccc(C)cc1NC(=O)c1nnn(Cc2cccc(F)c2)c1N	125	3	92	96	92	0	92	94
Cn1nc(NC(=O)C(C)(C)C)c2c(F)cccc21	90	2	97	·	·	0	·	100
COc1ccc(C2(C)ON(c3ccccc3C(F)(F)F)C2=O)cc1 (stereo not drawn)	85	5	95	107	85	0	97	81
Cc1ccc(-n2c(=O)c3sccc3n(CC(=O)NCc3ccco3)c2=O)cc1F	107	20	103	102	110	0	116	106
O=C(NCc1nnc(SCC(=O)N2CCCC2)o1)c1ccccc1F	106	3	93	·	96	2	89	96
Cc1nc(C)c(CCNC(=O)c2ccc(C(F)(F)F)cc2)s1	98	11	95	105	97	2	87	95

Next structures:
SMILES	CR mimetic SO	VLA-4 inh	RPL19A TOR yeast	LAP4 TOR yeast	AGP1-GFP MLPCN	GRK2 aptamer HTS	CIT2 TOR yeast	MEP2-GFP yeast
CCOc1ccc(-n2c(=O)c3c4c(sc3n(CC(=O)NCC3CCCO3)c2=O)CCC4)cc1 (stereo not drawn)	91	0	101	104	103	6	101	102
CC(OC(=O)/C=C/c1ccccc1Cl)C(=O)NC1CCCCC1C (stereo not drawn)	90	-8	90	82	82	0	84	91
CC(C)[C@H](NC(=O)OCc1ccccc1)C(=O)OCC(=O)N1CCN(c2ccccc2)CC1	86	0	101	97	109	0	102	95
O=[N+]([O-])c1ccc(CSc2ccccn2)cc1	103	-1	114	104	105	1	104	104
C=CCn1c(NC(=O)c2ccccc2)nc2ccccc21	102	9	103	90	92	0	102	100
CN1C(=O)CSc2ccc(NC(=O)NCc3ccco3)cc21	94	17	98	90	109	1	104	100
CCc1nnc(NS(=O)(=O)c2ccc(NCc3cc(Cl)ccc3O)cc2)s1	99	1	99	101	102	0	100	104
COc1cc(C)nc(NC(=O)NC(=O)c2ccc(C(F)(F)F)cc2)n1	100	-2	89	91	88	2	86	90
Cc1ccc(-c2nnc3sc(-c4ccncc4)nn23)cc1	115	8	100	92	83	1	100	99
Cc1ccc(S(=O)(=O)N2CCN(C(=O)CSc3nccn3C)CC2)cc1	103	1	98	102	99	1	94	105
FC(F)(F)c1cccc(NC(=S)N2CCCC2)c1	100	-12	108	100	101	2	108	112
COC(=O)[C@H](Cc1ccccc1)NC(=O)[C@@]1(C)C[C@@H]1[C@@H](NC(=O)OCc1ccccc1)c1ccccc1	98	-3	100	108	84	0	78	94
CS(=O)(=O)N(CC(=O)Nc1ccccc1C(=O)N1CCCC1)c1cccc([N+](=O)[O-])c1	113	-2	105	94	93	0	104	103
CC(C)CNS(=O)(=O)c1cc(C(=O)N2CCOCC2)c(Cl)cc1Cl	94	-5	102	97	105	3	·	112
COC(=O)c1sccc1-n1cc(C#N)c(=O)n(C)c1=O	111	5	101	114	110	0	91	105
Cc1cc(C)n(CC(=O)NCc2cc(-c3nn(C)c(=O)c4ccccc34)ccc2C)n1	85	-2	100	87	94	0	93	100
Nc1cc(N)nc(SCC(=O)NNC(=O)Cc2ccccc2)n1	103	-6	124	113	107	0	109	103
CCOc1ccc(C(=O)OCC(=O)NCCNC(=O)COC(=O)c2ccc(OCC)cc2)cc1	105	-4	118	85	97	0	·	115
Cc1ccc(CNC(=O)c2ccccc2NS(=O)(=O)c2ccc(Cl)nc2)cc1	90	3	96	101	86	0	89	93
CCCCc1nc(N2CCOCC2)c(C#N)c2c1CCCC2	109	-7	100	99	103	0	103	106
CS(=O)(=O)N(CC(=O)NN=C1CCCCCC1)c1ccc(Oc2ccccc2)cc1	99	1	95	93	94	2	97	95
CCCn1c(N)c(Sc2ccc(Cl)cc2)c(=O)n(CCC)c1=O	84	11	51	91	·	2	88	155
CCOC(=O)c1c(C)cc(=O)oc1C	102	-3	99	95	100	1	106	99
CC(C)(C)c1ccc(OCC(=O)O)cc1	105	-12	94	100	91	2	92	98

Limited to AGP1-GFP MLPCN, CIT2 TOR yeast and GRK2 aptamer HTS, for two of the compounds above:
smiles,AGP1-GFP MLPCN,CIT2 TOR yeast,GRK2 aptamer HTS
CS(=O)(=O)N(CC(=O)NN=C1CCCCCC1)c1ccc(Oc2ccccc2)cc1,94,97,2
CCCn1c(N)c(Sc2ccc(Cl)cc2)c(=O)n(CCC)c1=O,·,88,2

Following part:
SMILES	CR mimetic SO	VLA-4 inh	RPL19A TOR yeast	LAP4 TOR yeast	AGP1-GFP MLPCN	GRK2 aptamer HTS	CIT2 TOR yeast	MEP2-GFP yeast
COCC1CCCCN1C(=O)c1ccc2nc(Cc3ccc(OC)c(OC)c3)oc2c1 (stereo not drawn)	97	2	102	101	104	0	105	96
CC(C)(C)NC(=O)CSc1nnc(NC(=O)CCn2cnc3ccccc3c2=O)s1	106	-12	101	111	104	0	101	110
Cc1cc(C)cc(N(CC(=O)NCCSCc2ccccc2)S(C)(=O)=O)c1	105	23	99	114	106	0	109	114
CCN(CC)C(=O)Oc1ccc2c(=O)c(-c3ccc(OC)cc3)c(C)oc2c1	111	20	99	101	102	1	99	102
O=C(COc1ccccc1)N=C1SC2CS(=O)(=O)CC2N1CCc1ccccc1 (stereo not drawn)	96	-5	101	99	102	0	109	114
CCN(C(=O)c1ccco1)c1nnc(-c2cccnc2)s1	96	2	108	105	102	0	109	107
Cc1ccc(CN2CCCC(C(=O)N3CCCC3)C2)cc1 (stereo not drawn)	92	-2	94	·	101	1	100	105

Assay outcomes from PubChem.
